Assay outcomes from PubChem.
Mot1-301 SUMO: SUMOylation pathway inhibition by Mot1-301 growth rescue. S. cerevisiae Mot1-301 growth rescue, ATP luminescence, 38.5C; percent above DMSO median, 100 means doubled. growth rescue, % at 18.8 µM. 1% of 320,000 active;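 active = every valid replicate shows activation above 250% relative to neutral control wells; inactive = the rest, any valid replicate at or below 250%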;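 also: OY570 slx delta 5 strain wells were the positive control but not used for scaling; some compounds called inactive have numbers as strong as hits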
AddAB inh: less growth of phage-infected E. coli with AddAB. AID 435030. 0.29% of 330,000 active. E. coli expressing H. pylori AddAB, absorbance growth. inhibition, % at 11.9 µM; in the data active = inhibition above about 12%;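 also: 0% = vehicle wells of infected cells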
PKA-R1A act: activates the PKA-R1A holoenzyme complex. PKA-R1A dissociation, Cy5-IP20 fluorescence polarization; scaled: DMSO 0%, 113 µM cGMP 100%. activation, % at 11.4 µM. 0.083% of 340,000 active. AID 504707;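 active = percent activation above the mean of all tested compounds plus 3 SD, cut at about 19% in these data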;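 also: higher means more PKAc released from R1A so a rise in polarization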
DAGLB inh: diacylglycerol lipase beta (human) inhibition. 0.059% of 340,000 active. inhibition, % at 5.17 µM. HEK293T DAGLB membrane lysate, EnzChek fluorogenic substrate; in the data active = inhibition above about 34%;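 also: 0% = enzyme with vehicle and 100% = wells lacking enzyme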
phage Ecoli inh: E. coli growth loss with phage present | inhibition, % at 11.9 µM | growth absorbance | 0.26% of 360,000 active; in the data active = inhibition above about 11%
E coli growth: bacterial growth inhibition, counter-screen for AddAB inhibitors | 0.27% of 330,000 active | E. coli V3065 growth, OD600 absorbance, 18 h | AID 449728 | inhibition, % at 11.9 µM;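 active = inhibition above the campaign's mean inhibition across all tested compounds plus 3 SD, cut at about 9.9% in these data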;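 also: uninfected addAB+ strain grown without phage in ampicillin broth; 0% = DMSO wells and 100% = ciprofloxacin 0.95 µg/ml wells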
CDK5 p35 inh: CDK5/p35 (human) kinase inhibition; 0.01% of 330,000 active; AID 488839; Q00535+Q15078; inhibition, % at 10 µM; Recombinant CDK5/p35, ADP-Glo luminescence, 60 min;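 active = highest replicate inhibition of at least 50% and at least 75% of replicates reaching 50%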;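 also: plate controls were DMSO neutral control for no effect and GW8510 at 10 µM for full effect; many of its hits are not listed in these tables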
HTR5A inv ctr: HTR5A inverse agonism, opioid heterodimer counter-screen | HTR5A cell line, luminescence | inhibition, % at 9.3 µM | 0.083% of 340,000 active | P47898; in the data active = inhibition mostly above about 23%, no sharp cut-off; inactive = mostly below about 18%;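 also: 0% = cells with DMSO and 100% = no-cell wells with DMSO; some compounds called inactive have numbers as strong as hits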
Target sequence (P47898 whole entry, looked up): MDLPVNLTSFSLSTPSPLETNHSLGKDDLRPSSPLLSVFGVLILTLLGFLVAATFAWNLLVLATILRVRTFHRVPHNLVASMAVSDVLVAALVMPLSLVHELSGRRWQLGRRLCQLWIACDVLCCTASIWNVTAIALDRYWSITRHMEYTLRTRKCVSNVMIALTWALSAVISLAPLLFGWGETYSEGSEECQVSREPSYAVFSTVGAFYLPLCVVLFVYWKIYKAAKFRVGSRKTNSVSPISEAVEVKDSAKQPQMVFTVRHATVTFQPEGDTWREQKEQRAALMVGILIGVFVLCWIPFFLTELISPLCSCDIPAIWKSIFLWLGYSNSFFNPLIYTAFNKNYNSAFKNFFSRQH
HTR5A ag: counter-screen for OPRM1-OPRD1 agonists: human HTR5A agonism | P47898 | HTR5A agonist assay, luminescence, cell-based | activation, % at 9.3 µM | 0.61% of 340,000 active | AID 504692; in the data active = activation mostly above about 9.5%, no sharp cut-off; inactive = mostly below about 7.6%;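 also: 0% = cells with vehicle only and 100% = reference agonist; strong numbers were not always called active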
PKA-R2B activ: activators of human PKA-R2B complex. P22694+P31323. PKA-R2B holoenzyme dissociation, Cy5-IP20 fluorescence polarization; R2B truncated from residue 108, S112A mutant; 0% DMSO only, 100% 113 µM cGMP. activation, % at 11.4 µM. 0.079% of 340,000 active. AID 504700;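 active = activation above a cutoff set at the mean over all compounds plus 3 SD, cut at about 18% in these data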;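 also: higher means more holoenzyme dissociation and a rise in polarization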
Target sequence (P31323 whole entry, looked up, other chains not shown, the tested form may be a part): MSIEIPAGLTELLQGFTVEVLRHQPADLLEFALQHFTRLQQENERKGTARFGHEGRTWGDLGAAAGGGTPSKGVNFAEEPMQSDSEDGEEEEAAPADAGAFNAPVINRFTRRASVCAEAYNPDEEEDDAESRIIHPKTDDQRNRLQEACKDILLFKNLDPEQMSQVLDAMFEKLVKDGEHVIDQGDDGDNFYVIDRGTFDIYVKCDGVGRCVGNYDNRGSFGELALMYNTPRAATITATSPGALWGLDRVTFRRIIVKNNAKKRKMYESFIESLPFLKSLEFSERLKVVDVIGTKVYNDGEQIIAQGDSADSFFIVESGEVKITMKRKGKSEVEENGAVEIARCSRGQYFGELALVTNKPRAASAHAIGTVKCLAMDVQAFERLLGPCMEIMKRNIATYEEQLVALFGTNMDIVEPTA
Tat transport: inhibitors of E. coli Tat protein transport; 0.036% of 340,000 active; inhibition, % at 10 µM; E. coli MC4100 TorA-mCherry Tat export, fluorescence;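 active = mean replicate inhibition at least 50% and at least half of replicates individually reaching 50%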;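 also: exported cargo escapes ClpAP degradation while cytoplasmic cargo is degraded and loses fluorescence; 0% = median of neutral control wells and 100% = median of NaSCN control wells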
An asterisk follows results filed as active; . = no result given. Rows are unselected (roughly 2.3% active in at least one column).

SMILES | Mot1-301 SUMO | AddAB inh | PKA-R1A act | DAGLB inh | phage Ecoli inh | E coli growth | CDK5 p35 inh | HTR5A inv ctr | HTR5A ag | PKA-R2B activ | Tat transport
Cc1ccc(S(=O)(=O)Cc2cccc(C(=O)N3CCOCC3)c2)cc1 | . | 3.3 | -6 | 2 | 1.1 | 4.0 | -0.2 | -25 | 2 | -2 | -4
O=C(Cc1cccc(NC(=O)C2CCCN(C(=O)C3CCCC3)C2)c1)Nc1ccc(C(=O)N2CCCCC2)cc1 (stereo not drawn) | . | . | 2 | 1 | 1.9 | . | -0.2 | 20 | -6 | -6 | 3
CC(=O)c1ccc(NC(=O)C2CCCC2)cc1 | -11 | . | 3 | -6 | 0.6 | . | 2.1 | -5 | 11 | 4 | 19
COc1ccc(C(=O)CC(=O)O)c2c1C=CC(C)(C)O2 | 8 | 1.7 | -22 | -1 | 0.4 | 0.1 | -1.4 | -20 | -3 | -2 | 0
CCOCCCNC(=O)CCNC(=O)c1cc(OC)c(OC)c(OC)c1 | -21 | 2.5 | 3 | -2 | 1.2 | -0.9 | -0.2 | -16 | -1 | -7 | 2
Cc1c(CCC(=O)N2CCC(C(=O)O)(c3ccccc3)CC2)c(=O)oc2cc3oc4c(c3cc12)CCCC4 | 0 | 2.2 | 1 | -1 | 1.3 | 3.4 | -0.6 | 5 | 1 | -2 | 5
COC(=O)c1cc(CNC(=O)CC(C)c2ccccc2)ccc1OC (stereo not drawn) | 5 | -0.7 | 1 | -2 | 3.6 | -0.1 | 0.2 | -6 | 2 | 3 | 5
O=C(O)C1C2C=CC(C2)C1C(=O)NCc1cccnc1 (stereo not drawn) | -10 | 4.1 | -1 | -2 | 1.2 | 3.3 | -3.7 | -6 | 2 | -4 | -2
O=[N+]([O-])c1ccc2c(c1)S(=O)c1ccccc1-2 (stereo not drawn) | 578 | 2.6 | -5 | -6 | 3.9 | 1.3 | 2.6 | -14 | 3 | 4 | 3
O=C1CN(S(=O)(=O)c2ccc(Br)cc2)c2ccccc2N1 | 3 | -2.0 | -15 | -2 | 2.5 | -2.1 | -1.3 | 1 | 0 | -15 | 0

Some of the entries so far, as comma-separated lines:
compound,Mot1-301 SUMO,AddAB inh,PKA-R1A act,DAGLB inh,phage Ecoli inh,E coli growth,CDK5 p35 inh,HTR5A inv ctr,HTR5A ag,PKA-R2B activ,Tat transport
O=C(Cc1cccc(NC(=O)C2CCCN(C(=O)C3CCCC3)C2)c1)Nc1ccc(C(=O)N2CCCCC2)cc1 (stereo not drawn),.,.,2,1,1.9,.,-0.2,20,-6,-6,3
O=C1CN(S(=O)(=O)c2ccc(Br)cc2)c2ccccc2N1,3,-2.0,-15,-2,2.5,-2.1,-1.3,1,0,-15,0
O=C(O)C1C2C=CC(C2)C1C(=O)NCc1cccnc1 (stereo not drawn),-10,4.1,-1,-2,1.2,3.3,-3.7,-6,2,-4,-2
Cc1ccc(S(=O)(=O)Cc2cccc(C(=O)N3CCOCC3)c2)cc1,.,3.3,-6,2,1.1,4.0,-0.2,-25,2,-2,-4
CCOCCCNC(=O)CCNC(=O)c1cc(OC)c(OC)c(OC)c1,-21,2.5,3,-2,1.2,-0.9,-0.2,-16,-1,-7,2
COC(=O)c1cc(CNC(=O)CC(C)c2ccccc2)ccc1OC (stereo not drawn),5,-0.7,1,-2,3.6,-0.1,0.2,-6,2,3,5

Further results follow:
SMILES | Mot1-301 SUMO | AddAB inh | PKA-R1A act | DAGLB inh | phage Ecoli inh | E coli growth | CDK5 p35 inh | HTR5A inv ctr | HTR5A ag | PKA-R2B activ | Tat transport
Cc1cc(=O)oc2c3c4c(cc12)OCCN4CCC3 | . | 1.6 | -5 | 0 | 2.6 | -0.2 | 0.2 | -12 | 5 | -12 | 13
CCOC(=O)c1c(C)nc2sc3c(=O)n(-c4ccc(C(C)=O)cc4)cnc3c2c1-c1ccc(Cl)cc1 | -11 | 1.8 | 4 | 0 | 0.8 | 0.2 | -1.5 | 4 | -4 | -3 | -5
O=C(CCCNC(=O)c1ccc(Cl)cc1)OCc1cccc(Br)c1 | -10 | -1.0 | -10 | 0 | 7.0 | 0.3 | 0.1 | 2 | -1 | -4 | 14
COc1ccc(C/C(N)=N/OC(=O)Cc2ccccc2)cc1OC | -8 | 2.7 | 0 | -3 | 1.9 | 0.0 | 0.0 | 4 | -2 | 1 | -4
Cc1ccc(S(=O)(=O)Oc2ccc(/C=C3\C(=N)N4N=C(S(C)(=O)=O)SC4=NC3=O)cc2)cc1 | -22 | 0.1 | -2 | 6 | 1.1 | 0.4 | 3.6 | -14 | -2 | 5 | 8
O=C1CC(c2ccccc2)CC(=O)C1Sc1ccc(Cl)cc1 (stereo not drawn) | -1 | 3.4 | -6 | 3 | 2.7 | -1.7 | 0.5 | -13 | 2 | -6 | 9
COc1ccc(CCC(=O)NCCCNC(=O)CCc2ccc(OC)cc2)cc1 | -24 | -0.2 | 7 | 0 | 1.4 | -0.3 | -2.2 | -3 | 1 | -6 | -3
CCn1c(SCc2ccc(C#N)cc2)nnc1-c1cccc(Cl)c1 | 34 | -0.6 | -4 | -2 | 1.2 | 0.7 | -1.2 | -34 | 6 | -2 | -3
COc1ccc(CCNC(=O)N[C@@H](Cc2ccccc2)C(=O)O)cc1 | -17 | 1.0 | 0 | 1 | 2.8 | -1.4 | 0.4 | 0 | 0 | -5 | 3
COc1ccc(/C=N/NC(=O)c2[nH]c3ccc(Br)cc3c2-c2ccccc2)c(C(=O)O)c1OC | -8 | 3.0 | -8 | 1 | 4.0 | -1.0 | 1.0 | 3 | -1 | 8 | 0
Cc1cc(C)c(C(=O)c2ccc(C(=O)NC(C)(C)C)cc2)c(C)c1 | 32 | 0.8 | -7 | -7 | 5.2 | -2.6 | 0.1 | -21 | 3 | -5 | 8
CCOC(=O)N1CCN(C(=O)CCN2C(=O)/C(=C\c3cccc(OC)c3)SC2=S)CC1 | -1 | 1.3 | -7 | -2 | 2.6 | -1.1 | -0.2 | -6 | 2 | 1 | 5
Cn1c(SCCC#N)nnc1-c1ccccc1F | -2 | 4.0 | -7 | -2 | 0.0 | -0.5 | 1.3 | -4 | -1 | 1 | -1
C=CCn1c(SCc2n[nH]c(=S)n2-c2ccccc2)nnc1-c1ccccc1 | -8 | 0.3 | 2 | 2 | 0.3 | -0.6 | 0.3 | -35 | -8 | -5 | 31
CCc1ccc(C(=O)/C=C2\Sc3ccccc3NC2=O)cc1 | -23 | 5.0 | -4 | 3 | 9.7 | 8.1 | 1.8 | 0 | -1 | -5 | -3
Nc1nnc(SCC(=O)NNC(=O)c2ccc(Cl)cc2)s1 | 0 | -1.1 | -3 | -3 | -0.1 | -2.5 | -2.1 | -5 | 6 | -2 | 2
CN(C(=O)COn1nnc2ccc(Cl)cc21)C1CCS(=O)(=O)C1 (stereo not drawn) | 11 | 0.3 | -15 | -1 | 1.7 | -2.6 | 0.2 | -19 | 0 | -7 | -1
O=C(CC1CCCCC1)Nc1c2c(nn1-c1ccc(F)cc1)CS(=O)(=O)C2 | 1 | -0.9 | -3 | -3 | 2.3 | 1.9 | 0.0 | -14 | 0 | -3 | 1
O=C(NCc1ccccc1)C1CCN(C(=O)NCc2ccccc2)CC1 | 4 | 2.3 | 0 | -1 | 2.8 | 3.1 | -0.3 | 5 | -2 | 1 | -11
O=C(COc1ccc([N+](=O)[O-])cc1)NNC(=S)NC(=O)c1ccc(Br)cc1 | -15 | 98* | -10 | 1 | -4.1 | 96* | 3.3 | 17 | -1 | -7 | -13
C=CCN1c2ccccc2[C@]23C[C@@H](C(=O)OC)N(C(=O)CC(C)C)C2=NC(C(=O)OC)=C(C(=O)OC)[C@H]13 | 11 | 3.2 | -2 | 1 | 0.2 | -2.2 | -0.6 | -2 | 0 | -6 | 14
O=C(COC(=O)c1cc(=O)[nH]c2ccccc12)Nc1cccc(S(=O)(=O)N2CCOCC2)c1 | 2 | -0.3 | -15 | 1 | 1.6 | 1.0 | -2.0 | 3 | 0 | -3 | -2
CCN(CC)c1ccc(/C=N/NC(=O)OC(C)(C)C)cc1 | 568* | 4.8 | -7 | -2 | -1.4 | 2.4 | -0.1 | -21 | -3 | 12 | 5
CCC(=O)N1CCc2cc(S(=O)(=O)CCC(=O)NCCc3ccc(OC)c(OC)c3)ccc21 | -20 | 0.6 | 6 | -2 | 3.0 | 1.9 | 0.5 | 12 | -4 | -4 | -4
COc1cccc(CNC(=O)CCC2CCCN(C(=O)CCn3cncn3)C2)c1 (stereo not drawn) | 11 | -0.3 | -7 | -1 | 2.8 | -2.4 | -0.4 | 13 | -2 | 13 | -5
O=C(NCC1CCCO1)C(c1ccc(F)cc1)N(Cc1ccc2c(c1)OCO2)C(=O)c1ccc(CN2CCOCC2)o1 (stereo not drawn) | 6 | 1.7 | -6 | -2 | 4.0 | 0.3 | -0.3 | -9 | 0 | 3 | -10
CCN(CC)S(=O)(=O)c1cccc(S(=O)(=O)c2cccc(S(=O)(=O)N(CC)CC)c2)c1 | -5 | 2.1 | 6 | -4 | 1.9 | -0.8 | 0.2 | -7 | -4 | -7 | 5
CCCCC(=O)Nc1ncc([N+](=O)[O-])s1 | -17 | 3.2 | 5 | 2 | 5.0 | 2.4 | 6.5 | 14 | -5 | -10 | -21
COc1cc(OC)cc(C(=O)N[C@H](C(=O)NCc2ccccc2)C(C)C)c1 | -13 | -0.2 | 3 | -2 | 1.9 | 2.9 | 3.3 | -10 | 3 | -2 | 4
O=c1ccn(-c2cccc(C(F)(F)F)c2)nc1-c1ccn(-c2ccccc2)n1 | 5 | 3.3 | -6 | -2 | 1.1 | 2.7 | 0.7 | 12 | 1 | 0 | 6
CC(=O)N1c2ccc(S(=O)(=O)N3CCC(C(=O)NCc4ccc(Cl)cc4)CC3)cc2CC1C (stereo not drawn) | 87 | 5.9 | -3 | 3 | -0.5 | 2.2 | -1.1 | -41 | 7 | 0 | -12
CCC(CC)C(=O)N1N=C(c2ccc(NS(C)(=O)=O)cc2)CC1c1ccc(C)cc1 (stereo not drawn) | -12 | -2.2 | -14 | 5 | -0.9 | -1.9 | -0.8 | 3 | -1 | -8 | 16
COc1ccc(OC)c(S(=O)(=O)N2CCN(C(=O)NC3CCCCC3)CC2)c1 | -25 | -0.6 | -14 | -2 | 1.4 | -0.7 | 1.6 | -2 | 1 | -1 | 6
COc1ccc(CC(=O)N2CCC(Nc3nc4ccccc4n3Cc3ccc(F)cc3)CC2)cc1 | 323 | 1.5 | 17 | 2 | 0.0 | -2.1 | -0.3 | . | . | -10 | 14
CCOC(=O)C(C)Sc1nc2c(cnn2-c2ccc(C)cc2)c(=O)[nH]1 (stereo not drawn) | 84 | -3.3 | 0 | 1 | 1.6 | -1.6 | -2.0 | -29 | -2 | 1 | -8
CCN(CC)S(=O)(=O)c1ccc2c(c1)oc(=O)n2CC(=O)NC1CCCCC1 | 8 | 0.7 | -8 | 0 | -0.8 | 0.3 | . | 15 | -1 | -4 | -9
